LMNA splice mod: qHTS Assay for Modulators of Lamin A Splicing. HeLa LMNA splicing GFP/RFP minigene ratio, 48 h. Potency, µM (top dose mostly 46.1 µM), without a hit: top-dose ratio change, negative = inhibition, usual class: inhibitors. hit rate 0.01% among 200,000. AID 1487, 2009; active = well fitted inhibition curve with a large enough effect in the signal ratio, with a control signal flat, not every such curve was filed as active; inconclusive = small, poorly fitted or top-dose-only effect, or effect the other way, or a change in a side signal; the % refers to the signal ratio; also: % is scaled to controls: 0 for no effect and ±100 for the full control effect
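S3 HeLa stable clones carrying a lamin A-EGFP splicing minigene plus DsRed2 were seeded at 600 cells/well in Opti-MEM with 2% FBS, pin-dosed and incubated 48 h at 37°C. Acumen cytometry (488 nm) gave the GFP/RFP total-intensity ratio.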
TexasRed fluor: Total Fluorescence Counterscreen for Inhibitors of the Interaction of Thyroid Hormone Receptor and Steroid Receptor Coregulator 2. AID 1479, 2009. hit rate 0.29% among 280,000. Potency, µM (doses to about 106 µM), inactives show top-dose fluorescence change, negative = quenching. TRb/SRC2 Texas Red total fluorescence interference; active = well fitted curve in either direction with a large enough effect; inconclusive = small, poorly fitted or top-dose-only effect; also: % is scaled to controls: 0 for no effect and ±100 for the full control effect
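Human TRβ ligand-binding domain (0.6 uM) and Texas Red SRC2 peptide (20 nM) in Tris buffer with 1 uM T3 and 5% DMSO were incubated with pinned compound for 5 hr at ambient temperature. Total fluorescence was computed as S + 2P (555/632 nm).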
JMJD2E inh: qHTS Assay for Inhibitors of Human Jumonji Domain Containing 2E (JMJD2E) | JMJD2E catalytic domain, FDH-coupled NADH fluorescence (FDH is formaldehyde dehydrogenase) | Potency, µM (series often up to 57.1 µM), for the others: at the top dose activity change, negative = inhibition, usual class: inhibitors | hit rate 1.6% among 230,000 | AID 2147, 2009; active = well fitted inhibition curve with a large enough effect, not every such curve was filed as active; inconclusive = small, poorly fitted or top-dose-only effect, or another doubt; inactive = no such curve, though single readings can be large or run the other way;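 also: 0% = wells with enzyme and -100% = buffer wells without enzyme; nearly all actives have a fitted effect of over 50% in size; many of its hits are not listed in these tables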
RECQ1 inh: qHTS Assay for Inhibitors of RecQ-Like Dna Helicase 1 (RECQ1) | hit rate 0.54% among 240,000 | RECQ1 DNA unwinding, red fluorescence kinetic read | Potency, µM (doses to about 57.3 µM), for the others: top-dose activity, negative = inhibition, actives largely listed as inhibitors | ATP-dependent DNA helicase Q1 (Homo sapiens), P46063;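 also: plate controls were vehicle for no effect and no enzyme for full effect; nearly all actives have a fitted effect of over 30% in size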
Target sequence (P46063 whole entry, looked up): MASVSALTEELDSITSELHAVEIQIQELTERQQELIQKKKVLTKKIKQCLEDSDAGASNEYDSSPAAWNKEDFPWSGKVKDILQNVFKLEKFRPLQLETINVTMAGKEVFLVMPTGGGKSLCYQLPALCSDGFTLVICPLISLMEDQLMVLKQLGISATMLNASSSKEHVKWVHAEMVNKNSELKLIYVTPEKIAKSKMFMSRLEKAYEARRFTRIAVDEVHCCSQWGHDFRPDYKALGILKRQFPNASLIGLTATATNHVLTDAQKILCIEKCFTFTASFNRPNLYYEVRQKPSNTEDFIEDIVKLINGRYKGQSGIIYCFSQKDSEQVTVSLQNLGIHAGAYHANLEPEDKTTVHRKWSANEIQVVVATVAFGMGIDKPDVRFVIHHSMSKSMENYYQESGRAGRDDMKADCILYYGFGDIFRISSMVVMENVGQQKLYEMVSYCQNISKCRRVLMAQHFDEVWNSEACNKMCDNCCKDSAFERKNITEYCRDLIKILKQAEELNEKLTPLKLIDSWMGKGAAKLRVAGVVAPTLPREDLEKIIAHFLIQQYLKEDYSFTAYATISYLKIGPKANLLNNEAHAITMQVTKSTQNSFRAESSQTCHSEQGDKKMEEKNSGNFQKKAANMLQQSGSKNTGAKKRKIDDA
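50 nM RECQ1T1 preincubated 15 min with compound in Tris pH 8.0 buffer with MgCl2, DTT, Tween-20 and 2.5 ug/ml poly(dI-dC); started with 200 nM TAMRA/BHQ-2 forked duplex and 2 mM ATP. Unwinding read as fluorescence (525/598 nm), two reads 2 h apart.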
RGS12 GoLoco inh: qHTS Assay for Inhibitors of RGS12 GoLoco Motif Activity (Red Fluorophore) | Guanine nucleotide-binding protein G(i) subunit alpha-1 (Homo sapiens), P63096 | Gai1:RGS12 GoLoco peptide FP, rhodamine, 10 min | hit rate 0.44% among 230,000 | Potency, µM (titrated, usually from 61.6 µM), without a hit: at the highest dose activity, negative = inhibition, most hits filed as inhibitors; active = well fitted inhibition curve with a large enough effect, not every such curve was filed as active; inactive = no such curve, though single readings can be large or run the other way; also: % is scaled to controls: 0 for no effect and ±100 for the full control effect; nearly all actives have a fitted effect of over 30% in size; many of its hits are not listed in these tables
TRb SRC2 PPI: qHTS for Inhibitors of the Interaction of Thyroid Hormone Receptor and Steroid Receptor Coregulator 2; hit rate 0.065% among 280,000; Potency, µM (top dose mostly 106 µM), without a hit: at the top dose activity change, negative = inhibition, actives largely listed as inhibitors; TRbeta-SRC2 peptide binding, fluorescence polarization; receptor liganded with 1 µM T3; AID 1469, 2008;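 also: plate controls were bound peptide for no effect and peptide without receptor for full effect; nearly all actives have a fitted effect of over 50% in size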
Target sequence (P10828 whole entry, looked up): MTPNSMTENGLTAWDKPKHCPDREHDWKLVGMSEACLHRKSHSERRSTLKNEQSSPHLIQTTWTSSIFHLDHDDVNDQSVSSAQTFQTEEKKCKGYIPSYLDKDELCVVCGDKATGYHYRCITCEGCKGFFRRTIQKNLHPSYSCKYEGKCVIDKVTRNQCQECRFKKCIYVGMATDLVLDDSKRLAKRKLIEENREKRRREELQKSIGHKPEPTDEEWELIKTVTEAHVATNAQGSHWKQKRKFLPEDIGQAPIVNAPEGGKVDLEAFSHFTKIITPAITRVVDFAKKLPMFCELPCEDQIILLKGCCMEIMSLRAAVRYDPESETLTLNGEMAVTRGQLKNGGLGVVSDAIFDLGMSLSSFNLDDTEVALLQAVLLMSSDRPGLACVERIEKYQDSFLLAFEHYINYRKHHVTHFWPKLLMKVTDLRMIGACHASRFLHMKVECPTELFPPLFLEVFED
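Each compound concentration gave % activity, normalized to unbound and bound Texas Red SRC2 controls, from polarization read after 5 hr ambient incubation with T3-loaded human TRb LBD.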
ALDH1A1 inh: qHTS Assay for Inhibitors of Aldehyde Dehydrogenase 1 (ALDH1A1); Purified ALDH1A1, NADH fluorescence, propionaldehyde substrate; Potency, µM (highest dose often 75.3 µM), for the others: at the top dose activity, negative = inhibition, usual class: inhibitors; hit rate 7.3% among 220,000; active = well fitted inhibition curve with a large enough effect, not every such curve was filed as active; inconclusive = small, poorly fitted or top-dose-only effect, or another doubt; inactive = no such curve, though single readings can be large or run the other way;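 also: plate controls were no enzyme wells and a reference inhibitor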
SMN2 splice enh: qHTS Assay for Enhancers of SMN2 Splice Variant Expression; hit rate 2.8% among 210,000; Potency, µM (highest dose often 46.1 µM), without a hit: at the highest dose activity change, positive = activation, hits mostly activators; HEK293 SMN2-luciferase splicing reporter, luminescence, 30-36 h; also: % of control where 0% means no effect; nearly all actives have a fitted effect of over 55% in size
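qHTS luciferase splicing reporter: luminescence rises when SMN2 exon 7 is included in transfected HEK293 cells. Compound exposure lasted 30-36 h at 37C, with 4.5 mM final sodium butyrate as control, followed by a ONE-Glo read.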
* marks the source's active call; other numbers are inactive results; i = inactive; ? = inconclusive; . = not tested or not shown; & = joins results of further samples; [ ] = remark or other dose. Unless noted, calls follow the shape of the dose curve; as a rule, active = well fitted curve in the direction sought with a large enough effect; inconclusive = small, poorly fitted or top-dose-only effect, or another doubt; inactive = no such curve, though single readings can be large; an effect the other way counts as inactive or inconclusive. Potency is read from the fitted curve at half-maximal effect. Some of the compounds tested; count on the stated rates, not on these rows.

SMILES	LMNA splice mod	TexasRed fluor	JMJD2E inh	RECQ1 inh	RGS12 GoLoco inh	TRb SRC2 PPI	ALDH1A1 inh	SMN2 splice enh
CC1(C)CC=C(O[Si](C)(c2ccccc2)c2ccccc2)CC1	.	1%	-7%	2%	4%	1%	4%	-5%
Cc1ccc([N+](=O)[O-])cc1S(=O)(=O)N(C(=O)c1ccncc1)c1ccc2oc3c(c2c1)CCCC3	?	-1%	-1%	-16%	-11%	-8%	0%	-13%[1.84 µM]
COc1cc(C(=O)NCc2nnc(SCC(=O)Nc3nc4ccc(C)cc4s3)o2)cc(OC)c1OC	-12%	4%	-4%	40µM*	.	-5%	-5%	.
Cc1cccc(-n2ncc3c(NCCc4ccc(S(N)(=O)=O)cc4)ncnc32)c1	-24%	-9%	?	-6%	19%	-1%	?	-11%
O=C(CCC(=O)c1ccc(F)cc1)Nc1cccc(S(=O)(=O)Nc2cccc(Cl)c2)c1	-17%	-3%	-7%	9%	30%[activator]	-10%	-2%	-44%[inhibitor]
CCCOc1ccc(Br)cc1CSC(=N)N	?	0%	?	0%	6%	-7%	9%	-60%[inhibitor]
CCOC(=O)Cc1csc(NC(=S)NC(=O)c2cc(OC)c(OC)c(OC)c2)n1	.	-2%	-7%	-3%	9%	1%	.	.
CCN1CCc2nc3ccccc3c(C(=O)Nc3ccc(C#N)cc3)c2C1	?	-1%	-9%	-10%	8%	5%	-3%	-2%
COc1cccc2sc(Nc3nc4ccc(NC(C)=O)cc4s3)nc12	?	0%	3%	-4%	54%[activator]	-11%	?	-14%
C/C=C/c1ccc(OCC(O)CN2CCCCCCC2)c(OC)c1 (stereo not given)	5%[46 µM]	-3%	?	-8%	-1%	-3%	-8%	-13%
CC(=O)Oc1ccc(/C=C2\N=C(C3CCCCC3)OC2=O)cc1	13%[46 µM]	0%	5%	0%	-8%	0%	-10%	4%
O=C(CN1CCN(C(=O)c2ccccc2F)CC1)Nc1ccc(Br)cc1	-23%	-1%	7%	-12%	7%	-9%	?	-31%[inhibitor]
CCOc1ccccc1N(CC(=O)Nc1c(C)n(C)n(-c2ccccc2)c1=O)S(=O)(=O)c1ccccc1	.	-1%	0%	-3%	1%	-4%	2%	.
COc1ccc(S(=O)(=O)N(CCO)c2ccccc2CN(C)CC=Cc2ccc(Cl)cc2)cc1	.	1%	.	-13%	10%	5%	1%	.
Cc1nnc(NC(=O)CSc2nnc(CCc3nc4ccccc4[nH]3)n2C)s1	5%	1%	5%	i	-9%	-21%	?	-10%
CCNC(=O)CC1C(=O)N(c2ccc(OC)cc2)C(=O)N1Cc1ccc(OC)cc1 (stereo not given)	19%	-2%	0%	0%	5%	-12%	-2%	9%
CC(=O)Nc1cccc(NC(=O)Nc2ccc(F)cc2F)c1	.	-4%	3%	i	2%	5%	-15%	71%
O=C(c1ccco1)c1coc2c1cc(O)c1ccccc12	?	-2%	-4%	i	9%	0%	?	4%
CC1(C)C2CCC1(C)C(Nc1ccccc1)C2 (stereo not given)	.	0%	2%	-2%	9%	-5%	.	.
CCOc1ccc(C(=O)NCC2CCCO2)cc1 (stereo not given)	-5%	-3%	16%	-13%	-1%	-8%	5%	?
Cc1cccc(N(CC(=O)NCc2ccc(F)cc2)C(=O)c2csnn2)c1C	-9%[46 µM]	-1%	-15%	-6%	-5%	-2%	?	.
O=C(CSc1nc(O)c(C2CCCCC2)c(=O)[nH]1)NCC1CCCO1 (stereo not given)	?	1%	5%	-6%	-6%	-3%	4%	2%
COc1cccc(/C=N/NC(=O)CNC(=O)c2ccc(S(=O)(=O)N3CCCC3)cc2)c1OC	.	-3%	-8%	-7%	-2%	15%	?	-15%
Cc1ccc(NC(=O)C(CC(C)C)NC(=O)C2CCC(C)CC2)nc1 (stereo not given)	-10%	-2%	-2%	-6%	-2%	-8%	2%	-4%
COc1cc(CC(=O)Nc2ccccc2N2CCOCC2)cc(OC)c1OC	?	0%	-26%	-2%	7%	6%	-9%	32%
CCOC(=O)N1CCC(NC(=O)CCc2c(C)nc3ncnn3c2C)CC1	-6%[0.0737 µM]	3%	7%	i	11%	2%	14%	-1%
Cc1cc(C)n(CCCNC(=O)c2ccc3c(c2)NC(=O)CS3)n1	5%	-1%	-3%	0%	7%	-14%	-3%	28%
CN(C(=O)CSc1nc2ccccc2s1)c1c(N)n(Cc2ccccc2)c(=O)[nH]c1=O	.	-2%	-4%	-19%	-7%	8%	-8%	18%
Cc1cccc(C)c1NC(=O)CCCSc1nnc(-c2ccco2)o1	?	-1%	5%	i	-15%	-10%	5%	-7%
O=C(NC(=S)Nc1ccc2c(c1)OCCO2)c1ccccc1	13%	1%	-1%	i	-5%	4%	22µM*	7.1µM*
Cc1ccc(CNC(=O)CN(c2cccc([N+](=O)[O-])c2)S(C)(=O)=O)cc1	.	1%	1%	i	3%	-2%	1%	.
CC1(c2ccccc2)NC(=O)N(CC#N)C1=O (stereo not given)	0%[46 µM]	-2%	-1%	i	14%	4%	8%	8%
O=C(Cc1cccs1)N1CCN(c2nc(-c3ccc(Cl)cc3)cs2)CC1	?	-3%	-2%	-13%	.	2%	?	.
Cc1c(C#N)c(=O)c(-[n+]2ccccc2)c([S-])n1-c1ccc(Cl)cc1	.	0%	-8%	i	-6%	4%	.	.
c1ccc(-n2ncc3c(N4CCCC4)ncnc32)cc1	19%	-3%	1%	-4%	16%	4%	6%	22%
N#C/C(=C\c1cc2ccccc2nc1N1CCOCC1)C(=O)Nc1ccc(N2CCOCC2)cc1	?	0%	15%	-2%	4%	2%	-12%	-26%
COc1ccc(N2C(=O)CC(n3c(CCCCO)nc4ccccc43)C2=O)cc1 (stereo not given)	-5%	0%	4%	0%	-17%	6%	3.5µM*	-5%
CC(C)CC(NC(=O)c1ccccc1NC(=O)c1ccccc1)C(=O)O (stereo not given)	?	-1%	3%	i	-2%	1%	-6%	-3%
Cc1ccc(NS(=O)(=O)c2ccc(OCC(=O)NCc3ccncc3)cc2)cc1	?	3%	-7%	-10%	7%	-21%	13%	-16%
CCC1(C(=O)O)NC(c2cc(OC)ccc2O)C2C(=O)N(Cc3ccccc3)C(=O)C21 (stereo not given)	1%	0%	-30%	-1%	1%	14%	9%	-2%
O=C(O)Cc1c(C(=O)O)nnn1-c1ccc(Cl)cc1Cl	-14%[9.22 µM]	-2%	-6%	-2%	5%	0%	7%	6%
COC(=O)C1=C(C)N(Cc2ccccc2)c2c(C(=O)OC)c(C(=O)OC)c(C(=O)OC)c(=O)n2C1c1ccccc1 (stereo not given)	.	0%&-6%[11.2 µM]	.	0%&20%[11.5 µM]	.	1%&-3%[11.2 µM]	-7%&3%[13.5 µM]	.
COc1ccc([N+](=O)[O-])cc1NC(=O)C(C)OC(=O)c1ccccc1C(=O)c1ccc(Cl)cc1 (stereo not given)	?	-14%	-2%	-5%	-7%	2%	0%	-18%
COC(=O)C1CCN(c2cc(=O)n(-c3ccccc3Cl)c(=O)[nH]2)CC1	3%	-3%	12%	i	-31%	-1%	18µM*	2%
O=C(O)c1ccccc1SCc1nc2ccccn2c1Br	1%[46 µM]	1%	0%	i	0%	-10%	6%	6%
CCOC(=O)C1=C(C)NC(=O)NC1c1ccc(Br)s1 (stereo not given)	-10%	-1%	1%	-5%	0%	4%	10%	1%
S=c1[nH]nc(Cc2ccccc2)n1-c1cccc2ccccc12	3%	-4%	3%	-2%	7%	-4%	?	-37%
C=CCn1c(COc2cccc3cccnc23)nnc1SCC(=O)O	-2%	-1%	?	-1%	10%	0%	3%	27%
Cc1cc(C)nc(Nc2nc3ccccc3[nH]2)n1	-1%	3%	8%	-1%	-18%	-16%	-1%	13µM*
O=C(CN1C(=O)C(c2ccc(F)cc2)=NC12CCCC2)Nc1ccc(F)cc1	.	-1%	0%	-2%	7%	7%	?	.
CN(C)CCNC(=O)c1cc2cc(Br)ccc2oc1=O	8%	6%	9%	-3%	6%	10%	?	8%
CC(C)c1cccc(C(C)C)c1NC(=O)COC(=O)C1=COCCO1	.	0%	9%	i	5%	4%	?	.
CCCn1c(=O)c2ccccc2n2c(SCCOc3ccccc3F)nnc12	9%	3%	-1%	9%	0%	4%	-1%	-21%
COc1ccccc1Nc1nc(NCCO)c2ccccc2n1	-1%	2%	2%	0%	1%	-16%	6%	-11%
CCC(=O)N1C(C(=O)NCc2ccc(OC)cc2)CSC1c1ccc(OC)cc1 (stereo not given)	-1%	0%	7%	-7%	-10%	-7%	13%	-11%
CCOc1ccc(-c2nnn(CC(=O)N3CCN(c4ccc(OC)cc4)CC3)n2)cc1OCC	2%	0%	4%	i	0%	5%	3%	-17%
O=C(CCc1nnc(-c2ccc(-c3ccccc3)cc2)o1)N1CCCCC1	.	1%	?	i	5%	13%	?	.
CCOC(=O)c1ccc(NS(=O)(=O)c2cc(-c3nnnn3C(C)C)ccc2OC)cc1	?	0%	-10%	-3%	-1%	-17%	2.8µM*	-10%
O=C(Nc1nc(N2C(=O)c3ccccc3C2=O)n(-c2ccccc2)n1)c1ccccc1	5%	-2%	-20%	-8%	-7%	2%	3%	?
CS/C(=C\[N+](=O)[O-])Nc1ccc(C)cc1	?	-1%	-6%	-7%	-21%	-13%	?	4%
CC1(C)Cc2c(c(N3CCOCC3)nc3sc4c(N5CCOCC5)nnnc4c23)CS1	-4%	-1%	-4%	-4%	-3%	2%	?	9%
